# Assay outcomes from PubChem BioAssay.
# Giardia FBPA inh = qHTS Assay for Inhibitors of Fructose-1,6-bisphosphate Aldolase from Giardia Lamblia. A8B2U2. purified Giardia FBPA. Potency, µM (top dose mostly 59.6 µM), for the others: at the top dose activity, negative = inhibition, actives largely listed as inhibitors. hit rate 0.71% among 290,000. AID 2451, 2010; also: potency is read from the fitted curve at half-maximal effect; % is scaled to controls: 0 for no effect and ±100 for the full control effect; nearly all actives have a fitted effect of over 55% in size
# Target sequence (A8B2U2 whole entry, looked up): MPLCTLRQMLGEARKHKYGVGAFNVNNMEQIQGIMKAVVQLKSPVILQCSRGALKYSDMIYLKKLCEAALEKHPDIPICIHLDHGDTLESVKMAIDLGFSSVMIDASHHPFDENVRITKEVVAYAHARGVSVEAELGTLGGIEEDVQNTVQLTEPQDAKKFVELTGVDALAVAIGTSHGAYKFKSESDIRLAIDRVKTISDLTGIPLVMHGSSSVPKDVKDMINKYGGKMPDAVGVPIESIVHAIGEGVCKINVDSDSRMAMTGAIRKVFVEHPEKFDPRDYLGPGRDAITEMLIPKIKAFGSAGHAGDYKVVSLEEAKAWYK
#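 Giardia FBPA (40 nM reagent) was preincubated 10 min at RT with compound (up to 57.5 uM final), then substrate plus GAPDH/TPI/NAD/arsenate coupling system with diaphorase/resazurin was added; resorufin fluorescence (525/598 nm) was read after 20 min.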
# AmpC no deterg = qHTS Inhibitors of AmpC Beta-Lactamase (assay without detergent); P00811; AmpC nitrocefin hydrolysis, absorbance 480 nm, 0.0001% Triton; Potency, µM (highest dose often 57.1 µM), without a hit: at the top dose activity change, negative = inhibition, hits mostly inhibitors; hit rate 0.52% among 330,000; AID 485341, 2010;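 also: potency is read from the fitted curve at half-maximal effect; plate controls were no compound for no effect and no enzyme for full effect; nearly all actives have a fitted effect of over 20% in size; some results filed as inactive show a strong effect at the top dose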
# Target sequence (P00811 whole entry, looked up): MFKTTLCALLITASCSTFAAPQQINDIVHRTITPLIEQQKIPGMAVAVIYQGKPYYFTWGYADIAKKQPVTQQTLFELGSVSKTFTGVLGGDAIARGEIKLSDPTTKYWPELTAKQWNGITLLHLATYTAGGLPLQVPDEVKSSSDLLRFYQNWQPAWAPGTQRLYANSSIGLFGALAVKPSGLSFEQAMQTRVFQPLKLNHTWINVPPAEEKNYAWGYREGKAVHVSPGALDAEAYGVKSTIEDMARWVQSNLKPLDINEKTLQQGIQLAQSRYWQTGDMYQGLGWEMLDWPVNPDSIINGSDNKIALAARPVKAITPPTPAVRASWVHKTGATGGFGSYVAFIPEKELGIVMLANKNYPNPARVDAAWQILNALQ
#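 AmpC (5.3 nM in the dispensed reagent) in 20 mM phosphate pH 7.0 with 0.01% (detergent screen) or 0.0001% Triton X-100 was preincubated with compounds for 15 min at room temperature. Nitrocefin was then added from an 800 uM solution, and hydrolysis was followed at 480 nm.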
# HCMV antiviral = qHTS Assay for inhibitors of the human cytomegalovirus (HCMV). HFF cells, HCMV-luciferase reporter, 72 h; stronger effect = lower value. activity change, negative = inhibition, % at 57.5 µM. hit rate 4.5% among 410,000; in the data active = activity change below about -60%; inconclusive = no clear call, values can overlap the other calls; inactive = above about -39%; also: % is scaled to controls: 0 for no effect and ±100 for the full control effect
#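 Luciferase read-out from HCMV-luciferase-infected HFFs (MOI 1 PFU/cell) 72 h post infection at 37C; compounds added after 16 h cell attachment; activity normalized between buffer-only basal and Salinomycin (10uM) inhibitor controls.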
# CHX counter = Cycloheximide Counterscreen for Small Molecule Inhibitors of Shiga Toxin | hit rate 12% among 300,000 | max response, % | cell reporter, cycloheximide protein synthesis inhibition counterscreen; in the data active = max response mostly above about 13%, no sharp cut-off; inactive = mostly below about 14%; also: read at 38.3 µM for the half of the compounds with a filed dose; 0% is about no effect
# AmpC detergent = qHTS Inhibitors of AmpC Beta-Lactamase (assay with detergent) | Potency, µM (doses to about 114 µM), inactives show at the top dose activity change, negative = inhibition, hits mostly inhibitors | AmpC hydrolysis of nitrocefin, absorbance 480 nm, 0.01% Triton | P00811 | hit rate 0.041% among 370,000;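 also: potency is read from the fitted curve at half-maximal effect; 0% = no-compound wells and -100% = no-enzyme wells; nearly all actives have a fitted effect of over 25% in size; some results filed as inactive show a strong effect at the top dose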
#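 20 mM phosphate pH 7.0 + 0.01% (detergent screen) or 0.0001% Triton X-100; 5.3 nM AmpC reagent; cpd preinc 15 min RT; nitrocefin (800 uM stock) to start; A480 q20 s × 4 min; Activity was normalised to no-enzyme and no-compound control wells.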
# Shiga toxin inh = A qHTS for Small Molecule Inhibitors of Shiga Toxin; Vero cells, Shiga toxin protein synthesis inhibition reporter; hit rate 9.2% among 290,000; AID 2315, 2010; inhibition, % at 38.7 µM; in the data active = inhibition mostly above about 28%, no sharp cut-off; inactive = mostly below about 43%; also: 0% is about no effect
# AMA1-RON2 inh = qHTS for Inhibitors of AMA1-RON; Towards Development of Antimalarial Drug Lead: Primary Screen | AlphaScreen AMA1-biotinylated RON2 peptide binding | Potency, µM (titrated, usually from 58.2 µM), inactives show top-dose activity change, negative = inhibition, hits mostly inhibitors | hit rate 0.2% among 360,000 | AID 720542, 2013;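 also: potency is read from the fitted curve at half-maximal effect; 0% = vehicle wells and -100% = peptide control; nearly all actives have a fitted effect of over 45% in size; some results filed as inactive show a strong effect at the top dose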
#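 AMA1 (3D7) with his tag at 25 nM final met compounds first, then biotinylated RON2 peptide at 25 nM; detection used donor plus acceptor beads, 10 µg/mL apiece, read by AlphaScreen after 30 min at room temperature.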
# Active calls of the source: *; i = inactive; ? = inconclusive; / = not tested or not shown; & = joins results of further samples; [ ] = dose if it differs, or a comment. Unless noted, calls follow the shape of the dose curve; as a rule, active = well fitted curve in the direction sought with a large enough effect; inconclusive = small, poorly fitted or top-dose-only effect, or another doubt; inactive = no such curve, though single readings can be large; an effect the other way counts as inactive or inconclusive.
mol	Giardia FBPA inh	AmpC no deterg	HCMV antiviral	CHX counter	AmpC detergent	Shiga toxin inh	AMA1-RON2 inh
COC(=O)c1cc(-c2ccc(S(=O)(=O)N3CCCC(C)C3)cc2)c(C(F)(F)F)s1 (stereo not drawn)	-10.3%	-16.6%	0.1	-2.7	2.5%	-8.0	11.8%
CSc1ncccc1C(=O)OCC(=O)NCCc1ccccc1	/	-14.1%	-7.7	/	/	/	-6.3%
COc1ccc(C(CCc2ccc(C)o2)NC(=O)Nc2ccc(OC)cc2OC)cc1 (stereo not drawn)	-4.8%	-12.9%	-15.5	7.3	3.8%	5.7	-4.7%
O=C(NC(=S)N1CCCCC1)c1cccnc1	?	-24.2%	-17.3	-3.4	-8.1%	-8.4	50.9%[activator]
COc1ccc(/C=N/NC(=O)c2ccc(Br)cc2)c(OC)c1	-6.2%	-14.9%	?	23.4*	-4.2%	46.8	59.5%[activator]
O=S(=O)(NCc1ccccc1)c1cccs1	-3.5%	-8.3%	-21.2	-0.6	-0.7%	2.7	-12.2%
O=C1C=C(c2cc(Cl)cc(Cl)c2)C[C@@H](c2ccc3c(c2)OCO3)C1	/	-47.3%	18.5	/	?	/	-3.4%
COc1cc(C(=O)NNC(=O)CNC(=O)C2CCCCC2)ccc1OC(C)C	/	-15.6%	13.9	/	/	/	14.4%
COc1ccc(S(=O)(=O)N2CCN(C(C)C(=O)Nc3ccc(C(C)C)cc3)CC2)cc1 (stereo not drawn)	/	86.2%[activator]	49.7	/	-1.1%	/	-13.8%
COc1ccc(NC(=O)C(NC(=O)c2ccc(C)cc2)c2ccccc2)cc1 (stereo not drawn)	0.8%	-58.0%	46.7	24.8*	2.0%	48.9*	4.0%
CSc1ccc(NC(=O)N2CC(C)OC(C)C2)cc1 (stereo not drawn)	-0.1%	-3.6%	?	-2.5	2.3%	5.0	-5.3%
O=C(NCc1ccccn1)C1CCN(S(=O)(=O)c2ccc(Br)cc2)CC1	/	80.6%[activator]	35.2	5.4	3.7%	-33.7	36.6%[activator]

# Next section
mol	Giardia FBPA inh	AmpC no deterg	HCMV antiviral	CHX counter	AmpC detergent	Shiga toxin inh	AMA1-RON2 inh
Cc1nn(Cc2c(F)c(F)c(F)c(F)c2F)c(C)c1NC(=O)c1cccc(COc2ccc(Cl)cc2)c1	7.8%	-19.0%	63.9	83.3*	?	135.8*	-2.9%
O=C(NCC1CCCO1)C(Cc1ccccc1)N1C(=O)C2C3C=CC(C4CC34)C2C1=O (stereo not drawn)	1.9%	-8.8%[2.29 µM]	-10.0	-1.4	-1.2%	21.8	3.6%
Cc1ccc(C)c(Cc2c(C)nc(C)[nH]c2=O)c1	-6.3%	-13.4%	26.7	-3.2	-0.3%	-8.6	1.0%
COc1ccccc1NS(=O)(=O)c1cccc(C(=O)N/N=C(\C)c2cccnc2)c1	/	?	2.1	/	-5.5%	/	31.9%[activator]
Cc1c(C(=O)Nc2ccc(N3CCOCC3)cc2)cccc1[N+](=O)[O-]	-3.4%	-3.0%	22.8	-5.3	?	-13.5	20.6%
C=CCn1c(COc2ccc(F)cc2)nnc1SCC(=O)NC1CC1	/	-1.2%	-19.8	/	-3.1%	/	18.6%
CC(=O)Oc1cccc(/C=c2\sc3nc(-c4ccco4)nn3c2=O)c1	-19.6%	-31.4%	6.0	3.6	4.0%	-6.9	-13.1%
NNC(=O)Cn1nc(Cc2ccccc2)n(N)c1=O	/	1.0%	-6.0	/	-4.0%	/	13.1%[11.6 µM]
C/C(=N\NC(=O)c1ccc(OC2CCCC2)cc1)c1ccc(O)cc1	/	-36.7%	-11.8	13.8	1.7%	2.3	-5.9%
Cc1cccc(-c2cccc(-c3cc(=O)oc4cc5c(cc34)OCO5)c2)c1	2.7%[89.2 µM]	/	/	9.4	/	i	/
O=C(c1ccc(N2CCCCC2)c([N+](=O)[O-])c1)N(Cc1ccccc1)c1ccccn1	-7.8%	-10.2%	?	-3.1	-1.9%	-7.0	?
Cn1c(O)c(N=Nc2ccc(S(=O)(=O)N3CCOCC3)cc2)c(=O)n(C)c1=O	14.8%	-14.2%	?	0.3	5.5%	-11.2	-11.3%

# (next part)
mol	Giardia FBPA inh	AmpC no deterg	HCMV antiviral	CHX counter	AmpC detergent	Shiga toxin inh	AMA1-RON2 inh
O=C(c1cc2ccccc2[nH]1)N(Cc1cccnc1)CC1CCCN(C2CCCCC2)C1 (stereo not drawn)	/	40.5%	40.0	14.7*	1.2%	10.2	-6.2%
CC(C)c1ccc(NC(=O)C2CCCN(S(=O)(=O)c3ccc4c(c3)C(C)(C)C(=O)N4C)C2)cc1 (stereo not drawn)	-14.9%	156.1%[activator]	?	0.8	?	7.5	-9.2%
CCC1=C(OC(=O)N(CC)CC)N2C(=O)OC(=NCCc3c[nH]c4ccccc34)[C@]2(Cc2ccccc2)[C@H]2C1=CC[C@H]1C(=O)N(C)C(=O)[C@H]12	-8.0%&-6.9%	202.3%[activator]	?	-6.0	1.7%	8.9	-11.5%
COc1ccc(Cl)cc1NC(=O)C(C)OC(=O)C1=NNC(=O)CC1 (stereo not drawn)	/	-0.8%	-5.3	/	-0.7%	/	0.0%
O=C(O)c1nn(CCOc2cccc(Br)c2)c(=O)c2ccccc12	/	-17.1%	11.2	-3.0	6.2%	5.5	0.1%
CCC1CN(C(=O)N2CCC(C(=O)NCCc3ccc(OC)c(OC)c3)CC2)c2ccccc2O1 (stereo not drawn)	/	166.3%[activator]	3.0&-4.4	-5.6	1.8%&2.0%	-1.9	10.5%
CCC1C(=O)Nc2ccccc2N1C(=O)COc1ccccc1 (stereo not drawn)	1.4%	-18.1%	70.5	-3.3	3.0%	10.6	-6.0%
CCCCCCCC1(C)NC(=O)N(c2ccccc2)N1 (stereo not drawn)	0.4%	-1.3%	-6.6	0.8	-1.1%	-28.2	-1.5%
C/C(=N\NC(=S)Nc1ccccc1C)c1cc2ccccc2o1	3.1%	-33.3%	?	16.9*	-13.3%	26.2*	-3.2%
O=C1c2oc3ccc(Br)cc3c(=O)c2C(c2cccnc2)N1Cc1ccco1 (stereo not drawn)	3.6%	-6.4%	/	-4.9	-10.5%	-31.1	/
Cn1c(SCc2ccccn2)nc2c1c(=O)[nH]c(=O)n2C	-0.8%	-2.2%	-3.2	-5.0	-3.1%	17.5	-3.0%
COc1cc(NC(=O)C(Cc2ccccc2)n2cccc2)cc(OC)c1 (stereo not drawn)	-6.4%	-38.8%	0.0	-1.8	3.6%	-9.7	-3.7%

# Further structures:
mol	Giardia FBPA inh	AmpC no deterg	HCMV antiviral	CHX counter	AmpC detergent	Shiga toxin inh	AMA1-RON2 inh
O=C(CSc1ccccc1F)OCC(=O)N1CCN(C(=O)c2ccco2)CC1	/	0.0%	-32.8	/	?	/	1.9%
CCCCN(CCCC)C(=S)NC(=O)C(C)(C)C	9.5%	-16.1%	?	-1.1	-6.6%	-4.9	57.4%[activator]
COCc1cc(=O)[nH]c(N2CCN(Cc3ccc4c(c3)OCO4)CC2)n1	0.9%	-4.4%	-34.8	-3.5	-3.5%	-2.3	-3.3%
CC(=O)c1c(C)[nH]c(C(=O)NCCc2ccccc2)c1C	9.0%	-18.5%	153.0	36.4*	-5.6%	104.2*	-1.3%
CC(C)C(=O)Nc1ccc(Cc2ccc(NC(=O)C(C)C)c(O)c2)cc1O	-0.7%	-14.4%	?	2.9	1.8%	-10.1	-10.4%
O=C(NNC(=S)NC(=O)c1ccc(F)cc1)c1cccnc1	?	-7.9%	-9.8	-3.8	-1.2%	1.4	96.8%[activator]
CCCCOc1ccc(/C=N/NC(=S)Nc2cc(C)ccc2C)cc1	2.9%	-26.5%	12.5	0.6	3.7%	-9.7	48.5%[activator]
CCOC(=O)/C(C#N)=C/C1=C(N2CCOCC2)CC(C)(C)OC1	1.3%	-11.8%	-0.1	0.9	-0.1%	-5.6	4.6%
COc1ccccc1CN1CCCC(C(=O)c2ccccc2OC)C1 (stereo not drawn)	2.3%	-18.6%	3.3	-0.6	2.0%	-6.7	14.8%
CCOC(=O)C1=C(C)N=C(/N=C/N(C)C)SC1c1ccccc1 (stereo not drawn)	2.0%	-27.5%	17.1	-1.1	-19.2%	-9.5	3.8%
COc1ccc(CNC2=CC(=O)CC(C)(C)C2)cc1	0.7%	-15.4%	2.4	-2.5	-12.6%	-5.8	-16.3%
COc1ccc(Nc2cc(C)nc3nc(C)nn23)c(OC)c1	0.0%	-5.8%	7.8	-2.5	0.5%	-8.1	0.0%

# (list continues)
mol	Giardia FBPA inh	AmpC no deterg	HCMV antiviral	CHX counter	AmpC detergent	Shiga toxin inh	AMA1-RON2 inh
CC(C)c1ccc(NC(=O)COC(=O)[C@@H]2CCCN2C(=O)c2cccs2)cc1	/	40.3%	35.3	/	/	/	-7.7%
CCN1C(=O)[C@H]2[C@@H](c3ccc(C)cc3)N3C(=O)N(c4ccc(C(F)(F)F)cc4)C(=O)[C@@]3(CC)[C@H]2C1=O	9.6%	64.6%[activator]	1.5	-2.1	-13.3%	-1.7	-2.9%
C=CCOC(=O)C1=C[C@H](c2ccc(C(F)(F)F)cc2)[C@@H](CCCO)[C@H](OCC)O1	-7.8%	165.8%[activator]	28.8	-0.4	2.6%	-11.2	5.4%
CSc1ncccc1C(=O)OCC(=O)N1CCc2ccccc21	/	-16.6%	12.7	/	/	/	3.5%
COc1cccc(CNC(=O)CCCc2nnc3n(C)c(=O)c4sccc4n23)c1	/	0.7%	2.4	4.9	-0.6%	-1.2	-6.3%
O=C1CC(c2ccc(F)cc2)Cc2nc(NCc3ccco3)ncc21 (stereo not drawn)	2.4%	-16.1%	?	-2.1	-0.2%	5.8	0.5%
Clc1cc(Cl)c(OCCCCn2cncn2)c(Cl)c1	?	34.3%	47.8	1.1	-12.7%	-3.8	?
O=c1cc([O-])[n+]2c3n1CCCN3CCC2	-0.2%	-14.6%	40.3	-2.7	1.6%	5.6	-6.9%
O=C1N=c2ccccc2=C1c1sc(NS(=O)(=O)c2ccccc2)nc1O	-2.0%	-40.0%	-8.2	12.0	1.7%	-4.2	0.0%
COC(=O)c1ccc(/C=N/Nc2nc(-c3ccc(C)cc3)cs2)cc1	5.9%	-21.0%	/	-1.8	-13.3%	1.9	-2.9%[2.32 µM]
COc1ccccc1C1/C(=C(/O)c2ccc(C)cc2)C(=O)C(=O)N1CCN1CCOCC1 (stereo not drawn)	-3.8%	1.6%	?	-5.9	4.8%	-1.8	16.4%
Fc1ccccc1-c1n[nH]c(=S)n1C1CC1	?	-21.0%	5.6	-2.4	5.3%	-5.2	/
